High-throughput results: PubChem, Sanford-Burnham Center for Chemical Genomics
697 NFkB inh – inhibitors of PMA/ionomycin-induced NF-kB reporter, 697 cells, primary screen, B-cell NF-kB inhibitor project, cell-based, luminescence, uHTS; 0.33% of 330,000 active; 697 B-cell NF-kB luciferase reporter, 16 h; inhibition, % at 4 µM; AID 435022, 2010; in the data active = inhibition above about 35%
UPR XBP1 act – activators of adaptive XBP1 UPR arm, primary screen, cell-based, CHO-XBP1 luciferase reporter, luminescence, uHTS. IRE1-XBP1 UPR activation; percent of tunicamycin response, DMSO as zero. activation, % at 20 µM. 0.33% of 330,000 active. AID 463104, 2010;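 active = versus positive control, 20 µM dose yields 30% or more activation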;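 note: 100% = tunicamycin at 10 µg/mL and 0% = DMSO only wells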
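incubation = overnight seeding at 37 °C, 6 h compound treatment at 37 °C | assay system = CHO-XBP1 cells stably carrying IRE1-XBP1-driven luciferase reporter | input = 1000 cells per well | detection = luciferase luminescence | dosing = single point, 20 µM final compound, 1% DMSO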
APJ agonist – agonists of human apelin receptor APJ, primary screen, CHO-K1 cells, PathHunter beta-arrestin, luminescence; activation, % at 20 µM; 0% DMSO wells, 100% apelin; AID 2520, 2010; 0.11% of 330,000 active;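 active = activation more than six SD over the plate average, tested at 20 µM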;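 note: 0% = DMSO alone and 100% = apelin-13 at 10 nM; some results filed as inactive read as strong as hits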
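Test system: CHO-K1 APJ beta-arrestin complementation cell line | Compound: Single test compound dose, 20 µM final, 1% DMSO | Incubation: Compound 90 min 25 °C, reagent 1 h | Measured by: beta-gal luminescence | Read-out basis: APJ–arrestin association signal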
Jurkat NFkB inh – inhibitors of induced NF-kB luciferase reporter, primary screen, TCR NF-kB activation inhibitor project, cell-based, luminescence, uHTS; Jurkat, PMA/ionomycin-induced NF-kB luciferase reporter; inhibition, % at 4 µM; 0.53% of 330,000 active; AID 435003, 2010; in the data active = inhibition above about 50%
tim23-1 inh – growth inhibitors of tim23-1 mutant yeast, primary screen, luminescence, uHTS. S. cerevisiae tim23-1 growth, BacTiter-Glo luminescence, 24 h. inhibition, % at 20 µM. 1.3% of 330,000 active. AID 463212, 2010;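 active = growth inhibition of the mutant yeast at or above 50%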;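 note: temperature-sensitive mutant grown at 25 °C; plate controls were DMSO-treated mutant yeast for no effect and medium wells lacking yeast for full effect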
UPR CHOP act – activators of apoptotic CHOP UPR arm, primary screen, cell-based, CHO-CHOP luciferase reporter, luminescence, uHTS | activation, % at 10 µM | 0.34% of 330,000 active | UPR activation; percent of tunicamycin response over DMSO baseline;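 active = at 10 µM dose, activation of 40% or more, normalized to positive control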;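 note: 100% = tunicamycin at 10 µg/mL and 0% = DMSO alone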
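System: CHO CHOP reporter cells. Amount: 500 cells per well. Buffer or medium: F12 medium, 10% FBS. Compound dosing: one dose, 10 µM in 0.5% DMSO. Incubation: 6 h compound exposure at 37 °C after overnight seeding. Technique: Steady-Glo luciferase luminescence. Benchmarks: tunicamycin and DMSO controls.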
APJ antag – antagonists of human apelin receptor APJ, primary screen, CHO-K1 cells, beta-arrestin complementation, luminescence | 0.32% of 330,000 active | AID 2521, 2010 | inhibition, % at 20 µM;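 active = inhibition above about 40% at 20 µM, limit read from the data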;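 note: cells challenged with 10 nM apelin-13 agonist together with compound; plate controls were apelin-13 plus DMSO wells for no effect and DMSO wells lacking apelin-13 for full effect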
Mdm2-MdmX inh – inhibitors of human Mdm2-MdmX association, primary screen, cell-based, luminescence, split luciferase, SaOS-2, uHTS. AID 485346, 2010. SaOS-2 split-luciferase Mdm2/MdmX complementation. 3% of 330,000 active. Protein Mdm4 (Homo sapiens) + E3 ubiquitin-protein ligase Mdm2 (Homo sapiens), …. inhibition, % at 8 µM;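 active = inhibition of at least 50% at 8 µM in the primary screen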
Target sequence (O15151 whole entry, looked up): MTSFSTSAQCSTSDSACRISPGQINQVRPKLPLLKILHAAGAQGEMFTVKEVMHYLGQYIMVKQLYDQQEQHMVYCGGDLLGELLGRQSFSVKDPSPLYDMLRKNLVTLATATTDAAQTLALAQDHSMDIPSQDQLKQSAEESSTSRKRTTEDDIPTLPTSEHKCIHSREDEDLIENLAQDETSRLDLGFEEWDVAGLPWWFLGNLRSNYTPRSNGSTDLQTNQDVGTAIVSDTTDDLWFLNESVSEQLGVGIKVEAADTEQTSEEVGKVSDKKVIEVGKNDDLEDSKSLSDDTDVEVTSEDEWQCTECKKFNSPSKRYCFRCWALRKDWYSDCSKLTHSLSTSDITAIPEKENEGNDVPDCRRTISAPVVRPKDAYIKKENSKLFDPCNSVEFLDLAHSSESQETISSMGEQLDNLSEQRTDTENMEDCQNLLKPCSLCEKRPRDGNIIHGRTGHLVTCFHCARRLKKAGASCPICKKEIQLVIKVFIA
Target sequence (Q00987 whole entry, looked up): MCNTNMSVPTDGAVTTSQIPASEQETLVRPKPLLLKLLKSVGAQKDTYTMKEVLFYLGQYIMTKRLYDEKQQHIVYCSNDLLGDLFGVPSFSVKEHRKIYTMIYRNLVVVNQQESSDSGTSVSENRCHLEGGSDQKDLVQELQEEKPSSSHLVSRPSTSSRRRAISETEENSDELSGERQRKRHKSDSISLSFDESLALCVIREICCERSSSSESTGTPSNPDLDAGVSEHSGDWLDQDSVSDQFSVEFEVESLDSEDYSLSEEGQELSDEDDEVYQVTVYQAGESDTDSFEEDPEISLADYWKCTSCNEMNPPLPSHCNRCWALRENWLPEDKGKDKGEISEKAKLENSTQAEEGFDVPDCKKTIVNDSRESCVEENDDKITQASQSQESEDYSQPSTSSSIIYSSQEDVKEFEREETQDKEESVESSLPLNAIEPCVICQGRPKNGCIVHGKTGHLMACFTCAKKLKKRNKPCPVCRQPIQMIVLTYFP
The depositor's hits bear a star. These rows are one share of the data (hit frequency here may not be typical).

CCCNS(=O)(=O)c1ccc(OCC(=O)N2CCN(Cc3ccc4c(c3)OCO4)CC2)cc1 was read as 697 NFkB inh -14, UPR XBP1 act -1, APJ agonist -3, Jurkat NFkB inh 15, tim23-1 inh -2, UPR CHOP act -1.9, APJ antag 3 and Mdm2-MdmX inh 7.
Screening CCCCCCNc1nc(OC)nc(N2CC3CC(C2)c2cccc(=O)n2C3)n1 (configuration not stated) returned 697 NFkB inh -4, UPR XBP1 act -2, APJ agonist -3, Jurkat NFkB inh -3, tim23-1 inh 10, UPR CHOP act 0.7, APJ antag -8 and Mdm2-MdmX inh -14.
Screening O=C(O)c1ccccc1N=Nc1c(O)[nH]c(=O)[nH]c1=O returned 697 NFkB inh 8, UPR XBP1 act -1, APJ agonist -4, Jurkat NFkB inh 0, tim23-1 inh -5, UPR CHOP act -0.9, APJ antag -1 and Mdm2-MdmX inh 20.
For O=C1NC(=S)N(c2ccc(F)cc2)C(=O)/C1=C/c1ccco1 the results were 697 NFkB inh 11, UPR XBP1 act -2, APJ agonist -4, Jurkat NFkB inh -8, tim23-1 inh 14, UPR CHOP act 0.6, APJ antag 12 and Mdm2-MdmX inh 29.
Screening CC1(C)CN=C(Nc2nc3ccccc3s2)S1 returned 697 NFkB inh -110, UPR XBP1 act 1, APJ agonist -5, Jurkat NFkB inh -124, tim23-1 inh 24, UPR CHOP act 4.3, APJ antag 13 and Mdm2-MdmX inh -62.
Screening C=CCn1c(=O)c(C=Nc2cccc([N+](=O)[O-])c2)c(O)n(CCCC)c1=O returned 697 NFkB inh -4, UPR XBP1 act 6, APJ agonist -1, Jurkat NFkB inh -3, tim23-1 inh 36, UPR CHOP act -2.7, APJ antag -1 and Mdm2-MdmX inh 33.
Screening CCC(=NC1CCN(Cc2ccccc2)CC1)c1c(O)[nH]c(=O)[nH]c1=O returned 697 NFkB inh 9, UPR XBP1 act 2, APJ agonist -4, Jurkat NFkB inh 9, tim23-1 inh -12, UPR CHOP act -2.0, APJ antag 7 and Mdm2-MdmX inh 12.
For COc1ccc(NP(=O)(Oc2cccc(C)c2)Oc2cccc(C)c2)cc1OC the results were 697 NFkB inh -3, UPR XBP1 act -6, APJ agonist -1, Jurkat NFkB inh 16, tim23-1 inh 28, UPR CHOP act -1.1, APJ antag 13 and Mdm2-MdmX inh 25.
`CNP(=S)(NC)OCCOc1ccc(OC)cc1` gave 697 NFkB inh -21, UPR XBP1 act -2, APJ agonist -1, Jurkat NFkB inh -9, tim23-1 inh 11, UPR CHOP act 1.7, APJ antag -37 and Mdm2-MdmX inh -20.
Screening CNC(=S)N1CCn2cccc2C1c1cccnc1 (configuration not stated) returned 697 NFkB inh -11, UPR XBP1 act -2, APJ agonist 0, Jurkat NFkB inh -8, tim23-1 inh 24, UPR CHOP act -0.5, APJ antag 23 and Mdm2-MdmX inh -2.
For C[n+]1c(-c2ccccc2)cc(CCCCc2cc(-c3ccccc3)[n+](C)c(-c3ccccc3)c2)cc1-c1ccccc1 the results were 697 NFkB inh 9, UPR XBP1 act 2, APJ agonist -1, Jurkat NFkB inh 16, tim23-1 inh -6, UPR CHOP act -2.4, APJ antag 6 and Mdm2-MdmX inh 64*.
CCOC(=O)c1c(C)n(Cc2ccc3c(c2)OCO3)c2ccc(O)cc12 was read as 697 NFkB inh 12, UPR XBP1 act 6, APJ agonist -3, Jurkat NFkB inh -19, tim23-1 inh 22, UPR CHOP act 4.4, APJ antag -11 and Mdm2-MdmX inh -31.
For O=C(CCCOc1ccc(Cl)cc1Cl)N1CCC2(CC1)OCCO2 the results were 697 NFkB inh -3, UPR XBP1 act 1, APJ agonist 1, Jurkat NFkB inh -19, tim23-1 inh 30, UPR CHOP act 2.7, APJ antag 11 and Mdm2-MdmX inh 3.
For O=C(N/N=C/c1c(O)n(-c2ccccc2)c(=O)[nH]c1=O)c1ccncc1 the results were 697 NFkB inh -15, UPR XBP1 act 0, APJ agonist 1, Jurkat NFkB inh -2, tim23-1 inh 7, UPR CHOP act 1.1, APJ antag -33 and Mdm2-MdmX inh -35.
Screening Cc1nn(Cc2ccccc2Cl)c(C)c1C(=O)NC1CCCc2ccccc21 (configuration not stated) returned 697 NFkB inh -17, UPR XBP1 act -3, APJ agonist 0, Jurkat NFkB inh -1, tim23-1 inh 19, UPR CHOP act -2.1, APJ antag -7 and Mdm2-MdmX inh 0.
`Clc1ccc(OCC#CCN2CCCC2)cc1` gave 697 NFkB inh 9, UPR XBP1 act 5, APJ agonist -2, Jurkat NFkB inh -17, tim23-1 inh 4, UPR CHOP act 1.3, APJ antag -3 and Mdm2-MdmX inh 18.
CCCCOC(=O)COc1cc(C)cc2oc(=O)c3c(c12)CCC3 was read as 697 NFkB inh -8, UPR XBP1 act 2, APJ agonist 1, Jurkat NFkB inh -2, tim23-1 inh 6, UPR CHOP act 4.0, APJ antag 7 and Mdm2-MdmX inh 23.
`COc1ccccc1/C=C1/C(=N/O)C2CCN1CC2` gave 697 NFkB inh 14, UPR XBP1 act -3, APJ agonist -5, Jurkat NFkB inh 16, tim23-1 inh 20, UPR CHOP act -2.0, APJ antag 9 and Mdm2-MdmX inh -10.
`COC(=O)C1=C(c2ccccc2OCc2ccccc2)C[C@@H]2CC[C@H]1N2C(=O)NCCOc1ccccc1Cl` gave 697 NFkB inh 7, UPR XBP1 act 0, APJ agonist 0, Jurkat NFkB inh -1, tim23-1 inh 34, UPR CHOP act 3.0, APJ antag 2 and Mdm2-MdmX inh 29.
For CC(=O)N1N=C2C3CCN(CC3)C2C1c1ccc(F)cc1 (configuration not stated) the results were 697 NFkB inh 19, UPR XBP1 act -2, APJ agonist 1, Jurkat NFkB inh -4, tim23-1 inh 9, UPR CHOP act 0.2, APJ antag 14 and Mdm2-MdmX inh 10.
Screening COCCCNC(=O)c1c(NC(=O)c2ccccc2)n(Cc2ccccc2)c2nc3ccccc3nc12 returned 697 NFkB inh -17, UPR XBP1 act 1, APJ agonist -2, Jurkat NFkB inh 1, tim23-1 inh 25, UPR CHOP act -0.7, APJ antag -28 and Mdm2-MdmX inh 12.
For c1ccc2c3c([nH]c2c1)C1(CCNCC1)NCC3 the results were 697 NFkB inh 7, UPR XBP1 act -2, APJ agonist -1, Jurkat NFkB inh 1, tim23-1 inh -28, UPR CHOP act 1.3, APJ antag 7 and Mdm2-MdmX inh 18.
For CCOc1ccccc1OCC(=O)Nc1ccc(Cl)cc1C(=O)c1ccccc1 the results were 697 NFkB inh 8, UPR XBP1 act -3, APJ agonist -2, Jurkat NFkB inh -5, tim23-1 inh 32, UPR CHOP act -0.8, APJ antag 8 and Mdm2-MdmX inh 9.
For O=[N+]([O-])c1cnc[nH]1 the results were 697 NFkB inh -8, UPR XBP1 act -4, APJ agonist 2, Jurkat NFkB inh -7, tim23-1 inh -8, UPR CHOP act 0.7, APJ antag 1 and Mdm2-MdmX inh 2.
`O=c1[nH]c(=O)n(Cc2ccccc2Cl)c(O)c1/C=C1/C=CC=N1` gave 697 NFkB inh -17, UPR XBP1 act 24, APJ agonist 1, Jurkat NFkB inh -20, tim23-1 inh -69, UPR CHOP act 2.8, APJ antag -6 and Mdm2-MdmX inh 44.
For COc1cccc(-n2c(=S)[nH]c3ccccc3c2=O)c1 the results were 697 NFkB inh -5, UPR XBP1 act 1, APJ agonist -8, Jurkat NFkB inh -1, tim23-1 inh -4, UPR CHOP act -1.5, APJ antag 6 and Mdm2-MdmX inh 16.
Screening CCN(CC)c1ccc(N=Cc2c(O)n(-c3ccc(Cl)cc3)c(=O)[nH]c2=O)cc1 returned 697 NFkB inh -31, UPR XBP1 act 167*, APJ agonist -3, Jurkat NFkB inh -8, tim23-1 inh -15, UPR CHOP act 31, APJ antag 8 and Mdm2-MdmX inh 12.
For CCC(CO)Nc1ccc([N+](=O)[O-])c2cccnc12 (configuration not stated) the results were 697 NFkB inh -23, UPR XBP1 act 0, APJ agonist -2, Jurkat NFkB inh -3, tim23-1 inh 4, UPR CHOP act 2.6, APJ antag 5 and Mdm2-MdmX inh 15.
CCCNC(=O)N1[C@H]2CC[C@@H]1C(C(=O)OC)=C(c1cccc(OC)c1OC)C2 was read as 697 NFkB inh 10, UPR XBP1 act 1, APJ agonist 1, Jurkat NFkB inh -8, tim23-1 inh 12, UPR CHOP act -0.5, APJ antag -52 and Mdm2-MdmX inh 7.
`O=c1c2ccccc2nc(-c2ccccc2)n1-c1ccncc1` gave 697 NFkB inh 29, UPR XBP1 act 0, APJ agonist -3, Jurkat NFkB inh 15, tim23-1 inh 17, UPR CHOP act -0.1, APJ antag 13 and Mdm2-MdmX inh -14.
Screening CN(C)C1=C(C#N)C(c2ccccc2)=NP(N(C)C)(N(C)C)=N1 returned 697 NFkB inh -11, UPR XBP1 act -4, APJ agonist 1, Jurkat NFkB inh -10, tim23-1 inh -7, UPR CHOP act -1.1, APJ antag 20 and Mdm2-MdmX inh 24.
Screening O=C1NC(=O)[C@]2(Cc3ccccc3N3CCN(c4ccccc4)CC32)C(=O)N1Cc1ccccc1 (some centres not stated) returned 697 NFkB inh -30, UPR XBP1 act 1, APJ agonist -3, Jurkat NFkB inh -7, tim23-1 inh 24, UPR CHOP act 3.7, APJ antag 0 and Mdm2-MdmX inh 27.
For COC(=O)C1=C(c2ccc(S(C)(=O)=O)cc2)C[C@@H]2CC[C@H]1N2C(=O)NCCCOC(C)C the results were 697 NFkB inh -2, UPR XBP1 act -1, APJ agonist 8, Jurkat NFkB inh 3, tim23-1 inh -5, UPR CHOP act -2.4, APJ antag -8 and Mdm2-MdmX inh -18.
For C[C@]12CCC3C(CC[C@H]4C[C@@H](O)CC[C@]34C)C1C[C@@H](Br)[C@H]2O (some centres not stated) the results were 697 NFkB inh -7, UPR XBP1 act -2, APJ agonist 1, Jurkat NFkB inh 1, tim23-1 inh -7, UPR CHOP act 1.7, APJ antag 5 and Mdm2-MdmX inh -7.
Screening CCc1cc(=O)oc2c(C)c(OCC(=O)N3C[C@H]4C[C@@H](C3)c3cccc(=O)n3C4)ccc12 returned 697 NFkB inh 11, UPR XBP1 act -2, APJ agonist -5, Jurkat NFkB inh 18, tim23-1 inh 0, UPR CHOP act 0.4, APJ antag 12 and Mdm2-MdmX inh -6.
Screening N#C[C@H](O[C@@H]1O[C@H](CO[C@@H]2O[C@H](CO)[C@@H](O)[C@H](O)[C@H]2O)[C@@H](O)[C@H](O)[C@H]1O)c1ccccc1 returned 697 NFkB inh 8, UPR XBP1 act -2, APJ agonist -2, Jurkat NFkB inh -12, tim23-1 inh -4, UPR CHOP act -1.8, APJ antag 7 and Mdm2-MdmX inh 12.
Screening O=c1[nH]c(=O)n(Cc2ccccc2)c(O)c1/C=C1\C=Nc2ccccc21 returned 697 NFkB inh -1, UPR XBP1 act 12, APJ agonist -1, Jurkat NFkB inh -2, tim23-1 inh 46, UPR CHOP act -3.4, APJ antag 1 and Mdm2-MdmX inh 26.
